# Arr AP2 block: inhibitors of beta-arrestin/AP2 binding, primary screen, biochemical, GPCR trafficking, flow cytometry; beta-arrestin 1 C-terminal peptide binding to AP2 beta2-adaptin appendage (human); actives 0.31% (n = 340,000); FITC-arrestin peptide / GST-AP2 beads; AP2 beta2 appendage carries R879A mutation; inhibition, % at 10 µM;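 active means inhibition above a set limit, near 3 SD of compounds lacking own fluorescence, cut at about 54% in these data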;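 further: plate controls were DMSO wells for no effect and 5 µM unlabelled arrestin peptide for full effect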
#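 System: GST-AP2 R879A glutathione beads | Also added: FITC-arrestin peptide, 50 nM | Times: 12 min plus 1 h, RT | Signal: Bead flow cytometry, FITC channel | Buffer or medium: PBS with 0.05% Tween 20 and 0.1% BSA | Read-out basis: Percent drop in bead-associated FITC signal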
# Keap1 Nrf2 FP: Keap1-Nrf2 protein-protein interaction inhibitors, primary screen, biochemical, fluorescence polarization, single point | Keap1 Kelch-Nrf2 peptide fluorescence polarization, 1536-well | inhibition, % at 9.4 µM | actives 0.15% (n = 340,000) | AID 504523, 2011; in the data active means inhibition above about 12%;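 further: human Keap1 Kelch domain with fluorescein labeled Nrf2 9mer peptide probe; 0% = neutral control wells and 100% = peptide positive control; higher means more block of Keap1 binding to Nrf2 peptide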
# V-ATPase pH: regulators of yeast V-ATPase proton pumping, primary screen, pHLuorin cytosolic pH fluorescence; S. cerevisiae; response, % at 10 µM; actives 0.37% (n = 350,000); in the data active means response mostly above about 7.3%, no sharp cut-off; inactive means mostly below about 5.4%; further: actives read high; inactives centre near 0; some compounds called inactive have numbers as strong as hits; reference of the scale not given here
# C-LANA FP: inhibitors of KSHV C-LANA binding to DNA, primary screen, biochemical, fluorescence polarization, FAM-LBS DNA, MBP-C-LANA, single point; inhibition, % at 9 µM; actives 0.078% (n = 340,000); Kaposi's sarcoma herpesvirus LANA C-terminal domain (residues 932-1162) DNA binding;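 active means highest replicate inhibition at or above 60% at 9 µM, even if other replicates fall short; inactive means all replicates below 60% inhibition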;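 further: 0% = neutral control wells and 100% = 4 µM acridine orange control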
# DSG3 Ab inh: inhibitors of pemphigus antibody binding to DSG3, primary screen, biochemical, bead-based, flow cytometry, scFv-GFP | DSG3-coupled beads, scFv-anti-DSG3-GFP binding; stronger effect = lower value | binding (percent of control), % at 10 µM | actives 0.48% (n = 310,000);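 active means binding more than 3 SD below its plate's average and above zero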;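 further: hits lower antibody fragment binding to DSG3; some compounds called inactive have numbers as strong as hits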
# Target sequence (P32926 whole entry, looked up, the tested form may be a part): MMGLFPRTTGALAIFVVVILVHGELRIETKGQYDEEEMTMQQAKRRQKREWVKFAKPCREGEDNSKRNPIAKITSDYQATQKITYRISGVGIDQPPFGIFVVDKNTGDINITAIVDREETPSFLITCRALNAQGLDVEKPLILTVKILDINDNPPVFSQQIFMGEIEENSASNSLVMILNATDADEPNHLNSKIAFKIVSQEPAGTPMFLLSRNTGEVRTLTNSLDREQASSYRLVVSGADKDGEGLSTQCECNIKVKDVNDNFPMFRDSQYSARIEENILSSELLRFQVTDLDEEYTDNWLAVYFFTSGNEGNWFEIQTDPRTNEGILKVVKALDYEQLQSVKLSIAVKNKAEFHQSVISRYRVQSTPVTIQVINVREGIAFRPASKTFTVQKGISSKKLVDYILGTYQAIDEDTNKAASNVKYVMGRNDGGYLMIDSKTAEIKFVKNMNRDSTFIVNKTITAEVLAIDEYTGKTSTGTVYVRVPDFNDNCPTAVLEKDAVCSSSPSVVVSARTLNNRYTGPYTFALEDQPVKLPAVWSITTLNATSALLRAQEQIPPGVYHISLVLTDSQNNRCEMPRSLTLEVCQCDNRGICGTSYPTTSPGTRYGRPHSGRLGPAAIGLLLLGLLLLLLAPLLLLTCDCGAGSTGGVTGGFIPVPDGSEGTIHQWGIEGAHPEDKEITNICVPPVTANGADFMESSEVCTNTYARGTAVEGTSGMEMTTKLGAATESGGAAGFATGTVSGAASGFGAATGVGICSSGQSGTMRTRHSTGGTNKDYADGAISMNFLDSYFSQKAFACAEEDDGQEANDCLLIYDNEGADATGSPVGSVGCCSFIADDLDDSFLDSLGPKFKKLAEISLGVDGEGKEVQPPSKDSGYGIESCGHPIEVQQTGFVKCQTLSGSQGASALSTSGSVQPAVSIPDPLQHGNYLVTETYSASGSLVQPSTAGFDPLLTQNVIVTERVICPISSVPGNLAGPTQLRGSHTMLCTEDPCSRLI
# OPRM1-OPRD1 inv: inverse agonists of MOR-DOR heterodimerization, primary screen, cell-based, luminescence; Mu-type opioid receptor (Homo sapiens) + Delta-type opioid receptor (Homo sapiens), …; cell-based MOR-DOR heterodimer luminescence, inverse agonism; inhibition, % at 9.3 µM; actives 0.21% (n = 340,000); in the data active means inhibition above about 22%, passing the limit was not always enough;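 further: 0% = cells with DMSO and 100% = wells without cells with DMSO; values of inactives mirror those of a sister screen read the other way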
# OPRM1-OPRD1 ag: agonists of OPRM1-OPRD1 heterodimerization, primary screen, cell-based, luminescence. Mu-type opioid receptor (Homo sapiens) + Delta-type opioid receptor (Homo sapiens), …. cells. activation, % at 9.3 µM. actives 0.3% (n = 340,000); in the data active means activation above about 18%;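 further: 0% = vehicle-treated cells and 100% = reference agonist; values of inactives mirror those of a sister screen read the other way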
# cardiac RTF act: cardiac RTF calcium sensitivity activators, primary screen, biochemical, IANBD-TnC fluorescence, EC20 calcium | Troponin I, cardiac muscle (Homo sapiens) + Troponin T, cardiac muscle (Homo sapiens) + … | IANBD-labeled TnC RTF fluorescence at EC20 calcium; 0% EC20 calcium, 100% full calcium | activation, % at 7.2 µM | actives 0.24% (n = 340,000);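 active means activation above the mean over all tested compounds plus 3 SD, cut at about 30% in these data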;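 further: rise in fluorescence read as greater calcium sensitivity of cardiac thin filaments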
# Cardiac RTF inh: cardiac RTF calcium sensitivity inhibitors, primary screen, biochemical, IANBD-TnC fluorescence, EC70 calcium; actives 0.12% (n = 340,000); IANBD-labeled cardiac RTF, Ca2+ fluorescence; inhibition, % at 7.15 µM; Troponin I, cardiac muscle (Homo sapiens) + Troponin T, cardiac muscle (Homo sapiens) + …;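 active means inhibition above the mean inhibition of all tested compounds plus 3 SD, cut at about 17% in these data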;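 further: assay run at fixed EC70 calcium of 1.6 mM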
# Wnt bcat act: Wnt/beta-catenin pathway activators, primary screen, cell-based, plate reader, single point. Wnt/beta-catenin reporter cell assay, activator. activation, % at 9.35 µM. actives 1.2% (n = 300,000). AID 743398, 2014; in the data active means activation above about 30%, passing the limit was not always enough;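 further: 0% = neutral control wells and 100% = positive control wells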
# * = called active by the depositor; x = no result given; & = joins results of further samples.
Arr AP2 block	Keap1 Nrf2 FP	V-ATPase pH	C-LANA FP	DSG3 Ab inh	OPRM1-OPRD1 inv	OPRM1-OPRD1 ag	cardiac RTF act	Cardiac RTF inh	Wnt bcat act	Compound
0	-7	-3	-0.8	115	5	-0.9	-3	0	1	O=C(CCN1CCCO1)N1CCCC(N2CCN(c3cccc(C(F)(F)F)c3)CC2)C1 (stereo not drawn)
0	-3	-2	1.3	104	0	0.0	4	-7	-2	Cc1cc(C)c(S(=O)(=O)c2ccccc2)c(N2CCOCC2)n1
3	-2	-3&1	-0.3	110&98	14	-3.1	0	2	-1&-5	Cc1cn(-c2cc(C(=O)Nc3ccc(C)c(NC(=O)N4CCNC4=O)c3)cc(C(F)(F)F)c2)cn1
7	-5	-4	1.6	108	6	-1.2	-2	1	2	COc1ccc(-c2nc(N)n(C(=O)Cc3ccccc3)n2)cc1
-6	3	-2	-0.9	94	-2	0.5	-1	-3	1	CCOc1ccc(Br)cc1C(=O)N/N=C/c1ccccn1
4	-1	0	-0.5	94	-3	0.6	0	-11	-2	Cc1ccccc1-c1nc(CN(C)C(C)c2ccon2)c(C)o1 (stereo not drawn)
51	-2	-5	0.4	115	4	-0.8	-1	-15	0	Cc1sc2nc(SCC(=O)N3CCOCC3)[nH]c(=O)c2c1-c1ccccc1
5	-6	-1	1.2	99	5	-0.7	0	9	-1	Cc1ccc(C(=O)NCC(=O)NNC(=O)CN(C)S(=O)(=O)c2ccc(Cl)cc2)s1
8	-2	4	-1.9	101	6	-1.1	-5	2	-1	COc1ccccc1C1CCN(C(=O)C2CCCCC2)CC1
8	6	0	-1.4	108	20	-4.0	2	0	-3	CN(C)C(=O)C#Cc1ccccc1
-20	-2	2	-0.8	103	14	-2.7	-2	-3	-1	Cc1ccccc1CNC(=O)C1CCCN(c2cnccn2)C1 (stereo not drawn)
30	0	2	1.1	89	1	-0.1	0	-15	-3	COc1ccc(CNC(=O)COc2ccc(C(=O)c3ccc(F)cc3)cc2)cc1
18	-2	-2	-0.5	98	12	-2.0	5	-6	6	Cc1c(C(=O)NCc2ccccn2)sc2nc(-c3ccccc3)cn12
15	3	-12	0.1	x	-25	4.9	1	-4	0	COC(=O)c1ccc(NC(=S)N2CCN(Cc3ccc(Cl)cc3)CC2)cc1
32	-3	-2	-0.4	94	6	-1.2	-1	-5	2	COc1ccc(NC2CCCN(C(=O)c3cccnc3SC)C2)cc1OC (stereo not drawn)

# Two records picked at random from those above, as already listed:
Arr AP2 block	Keap1 Nrf2 FP	V-ATPase pH	C-LANA FP	DSG3 Ab inh	OPRM1-OPRD1 inv	OPRM1-OPRD1 ag	cardiac RTF act	Cardiac RTF inh	Wnt bcat act	Compound
51	-2	-5	0.4	115	4	-0.8	-1	-15	0	Cc1sc2nc(SCC(=O)N3CCOCC3)[nH]c(=O)c2c1-c1ccccc1
-20	-2	2	-0.8	103	14	-2.7	-2	-3	-1	Cc1ccccc1CNC(=O)C1CCCN(c2cnccn2)C1 (stereo not drawn)

# Next section.
Arr AP2 block	Keap1 Nrf2 FP	V-ATPase pH	C-LANA FP	DSG3 Ab inh	OPRM1-OPRD1 inv	OPRM1-OPRD1 ag	cardiac RTF act	Cardiac RTF inh	Wnt bcat act	Compound
15	0	-10	-4.6	106	3	-0.5	7	-7	-1	COc1ccc(Cn2cc([N+](=O)[O-])nc2C)cc1[N+](=O)[O-]
9	-6	-1	2.1	x	-15	2.4	-8	-3	x	CN(C)c1ccc(C(=O)NCC2CCCO2)cc1 (stereo not drawn)
3	-2	1	-0.5	105	13	-2.6	-6	-6	-1	Cc1nn2c(=O)cc(CSc3ccccc3NC(=O)c3ccccc3F)nc2s1
10	2	1	0.6	x	17	-3.6	-4	2	1	CC(C)[C@H](NC(=O)c1ccccc1)C(=O)OCC(=O)Nc1ccc(S(=O)(=O)N2CCOCC2)cc1
4	-8	0	-1.4	x	9	-1.7	-4	0	1	C/C(CC(=O)Nc1cc(Cl)ccc1C)=N\NC(=O)C(=O)N1CCCC1
2	6	-4	-0.4	100	10	-2.0	-2	-5	-3	CCN1CCN(c2nc3ccccc3nc2C(C#N)S(=O)(=O)c2ccc(C)c(C)c2)CC1 (stereo not drawn)
-16	1	0	-0.3	101	-1	0.2	5	-7	x	Cc1ccc(-c2nnc(CSc3nnc(C)s3)o2)cc1
30	-5	1	-2.5	102	12	-2.2	4	1	0	O=C(O)/C=C/C(=O)Nc1ccc(S(=O)(=O)N2CCCC2)cc1
40	2	-4	-2.0	99	-9	1.7	-5	3	x	Cc1cccc(CSc2cccc3cccnc23)c1
-6	-1	0	0.7	100	-15	2.9	-6	1	0	O=C(Nc1ccc(F)cc1)c1ccc(S(=O)(=O)NCc2cccnc2)cc1
-10	-4	0	1.3	103	3	-0.6	-2	-1	22	Cc1c(C(=O)N2CCCCC2)oc2ccc(Br)cc12
5	4	-2	-0.2	99	6	-1.1	-1	-3	-4	COc1cccc(C(=O)Nc2cccc(NC(C)=O)c2)c1
23	-1	1	0.7	101	-1	0.2	-6	-5	4	CNC(=O)Nc1nnc(C(C)(C)C)s1
10	-3	-2	2.5	134	-1	0.1	-3	4	x	CCC(=O)N/N=C(\C)CC(=O)Nc1cccc([N+](=O)[O-])c1
47	2	-1	-6.1	96	9	-1.9	-4	-3	-2	CCOC(=O)c1sc(NC(=O)CNCc2cccnc2)c(C(=O)OCC)c1C
14	-2	3	-3.0	105	13	-2.5	-2	-4	x	CCCCC(=O)Nc1ccc(C(=O)N2CCN(c3ccccc3OC)CC2)cc1
15	1	5	0.5	x	-19	3.6	-5	13	x	O=C(COc1ccc2c(c1)CCC2)NCc1cccc(Cl)c1
-3	2	-1	-1.7	105	14	-3.0	-2	-3	1	O=c1[nH]c2c(oc3ccccc32)c(=O)n1Cc1ccccc1
2	x	-6	x	100	x	x	x	x	0	Cc1cc(C)cc(NS(=O)(=O)c2ccc(NC(=O)c3ccccc3C(=O)O)cc2)c1
-10	0	0	2.7	108	-7	1.3	5	2	0	Cc1nn(Cc2ccc(Cl)cc2)c(C)c1NC(=O)c1ccc([N+](=O)[O-])cc1
-6	-5	-5	-0.9	95	6	-0.9	-7	6	1	COc1ccc(N(CC(=O)Nc2cccnc2)S(=O)(=O)c2ccccc2)cc1Cl
3	-2	0	-1.1	x	8	-1.6	-2	-1	-1	O=C(NCC(=O)N1CCC2(CC1)NCCc1[nH]cnc12)c1ccc2ccccc2c1
1	-5	-2	-1.4	x	1	-0.1	-2	-4	3	CN(C(=O)CSc1nnc(-c2ccc(C(C)(C)C)cc2)n1C)C1CCS(=O)(=O)C1 (stereo not drawn)
-5	1	-2	0.9	99	6	-1.0	1	-18	1	CC(C(=O)Nc1ccccc1Cl)N(c1ccccc1)S(C)(=O)=O (stereo not drawn)
19	0	-2	0.5	96	2	-0.5	2	-7	0	CCCCC(=O)Nc1cc(C)c(NC(=O)c2cccs2)cn1
17	2	-3	1.3	99	2	-0.4	4	-11	0	CCCN(C(=O)c1cn(CC)c2nc(C)ccc2c1=O)c1c(N)n(Cc2ccccc2)c(=O)[nH]c1=O
19	-1	9.6*	-0.7	x	7	-1.6	-6	3	4	CC(=O)c1c(C)[nH]c(C(=O)NCc2cccc(Cl)c2)c1C
-7	1	1	-0.9	91	19	-3.8	3	-9	-2	COCC(=O)N[C@@H]1c2cc(OC)c(OC)cc2C[C@H]1OCc1ccccc1
5	-8	0	0.9	119	13	-2.6	1	-4	-2	CCOC(=O)c1cc(-c2nnc(-c3ccc(Cl)cc3)o2)c(C)nc1C
15	1	2	0.7	107	9	-1.4	-2	-9	-1	CC(C)CN(C(=O)c1cc(=O)[nH]c2ccccc12)c1c(N)n(Cc2ccccc2)c(=O)[nH]c1=O
-11	-2	1	2.6	91	11	-2.2	17	-11	14	O=C(NCC1CC1)Nc1cccc(Cl)c1
9	0	-2	1.2	112	-5	1.0	0	-4	-1	Cc1nnc(C)c2c(C)n(C(c3ccccc3)c3ccccc3)c(C)c12
-12	2	1	1.0	105	6	-1.1	3	1	-1	Nn1c(SCC(=O)Nc2ccc3c(c2)OCCO3)nnc1C(F)(F)F
-4	0	-3	5.5	131	22	-4.2	3	-1	0	COc1ccc(NC(=O)c2cc(-c3ccccn3)nc3ccccc23)c(OC)c1
6	-2	6	0.3	96	5	-0.8	2	-5	1	Cc1cccc(C(=O)NNC(=O)CCCCC(=O)NNC(=O)c2cccc(C)c2)c1
-1	-2	1	-0.6	100	5	-0.8	2	4	0	CC(C)C(=O)Nc1ccc(N2CCN(C(=O)c3cccs3)CC2)cc1
1	0	2	-1.5	103	4	-0.7	11	4	x	COc1ccc(OC)c(N(CC(=O)N2CCN(c3cc(Cl)ccc3C)CC2)S(C)(=O)=O)c1
-6	-1	-1	0.1	104	6	-1.5	0	-3	-3	Cc1cc(C)c(OCC(=O)NCCCn2nc(C)cc2C)c(C)c1
1	-6	-4	0.7	101	4	-0.5	6	-5	2	Cc1cccc(NC(=O)Cn2c(=O)oc3ccccc32)n1
28	6	13*	-2.2	97	2	-0.3	2	-10	x	OCc1nc(CO)n(Cc2ccccc2)n1
1	-3	0	-0.5	112	1	-0.3	3	0	-3	CC12CCC(=O)N1C(C(=O)Nc1nnc(SCc3ccccc3F)s1)CS2 (stereo not drawn)
3	-2	-2	-1.0	99	11	-2.0	-1	-11	x	COc1cc(C(=O)Nc2nc(N)n(-c3ccccc3)n2)cc(OC)c1OC
-7	-9	-6	-1.3	98	2	-0.3	-4	8	0	Cc1nc2ccccc2n1Cc1n[nH]c(=S)n1-c1ccc(Cl)cc1
4	-6	5	-0.7	121	0	0.1	6	0	-3	COc1ccc(C(CNc2ccc(S(C)(=O)=O)cc2[N+](=O)[O-])N(C)C)cc1OC (stereo not drawn)
4	-2	-12	0.9	102	24	-4.7	-4	4	20	C/C(=N\NC(=O)c1cc2c(s1)CCC(C)C2)c1ccncc1 (stereo not drawn)
27	2	-3	-0.3	x	-5	0.9	-2	-2	x	Cc1ccnc(N2CCC(C(=O)Nc3cccc(C(F)(F)F)c3)CC2)n1
-6	-4	-1	2.0	105	15	-2.6	2	-8	1	Cn1ccc2cc(-c3csc(N4CCC(C(N)=O)CC4)n3)ccc21
-1	-1	-2	0.3	118	2	-0.5	-26	10	-2	COc1ccc(-c2nc(-c3ccc4c(c3)OCO4)[nH]c2-c2ccc(OC)cc2)cc1
7	-2	-1	-1.8	113	-15	2.8	4	1	-2	Oc1ccccc1C1=Nc2ccccc2N=C(c2cccs2)C1
-7	-1	4	0.3	107	14	-2.4	2	0	x	Cc1ccc(C)n1-n1cnc2scc(-c3cccs3)c2c1=O

# From PubChem BioAssay
